Screening data: PubChem BioAssay, The Scripps Research Institute Molecular Screening Center
MITF inh – blocks human microphthalmia-associated transcription factor | 650,000 compounds, 0.91% hits | AlphaScreen MITF homodimerization, bead proximity signal | inhibition, % at 2.6 µM | AID 1259374; in the data active = inhibition above about 50%;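 also: 0% = vehicle wells with protein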
GPR151 activ – activates the human receptor GPR151; PathHunter beta-arrestin GPR151 cells, luminescence; AID 1508602; 650,000 compounds, 1% hits; activation, % at 11.2 µM; in the data active = activation above about 4.9%;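 also: 0% = median of compound wells and 100% = cells with positive control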
FBW7 activator – human FBW7 E3 ligase activation, primary screen. 650,000 compounds, 0.13% hits. normalized activity (activation), % at 26.1 µM. AlphaScreen FBW7–phospho-cyclin E peptide binding, activator screen. Q969H0; in the data active = normalized activity above about 1.9%;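 also: purified mutant Fbw7 with reduced substrate affinity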
Target sequence (Q969H0 whole entry, looked up): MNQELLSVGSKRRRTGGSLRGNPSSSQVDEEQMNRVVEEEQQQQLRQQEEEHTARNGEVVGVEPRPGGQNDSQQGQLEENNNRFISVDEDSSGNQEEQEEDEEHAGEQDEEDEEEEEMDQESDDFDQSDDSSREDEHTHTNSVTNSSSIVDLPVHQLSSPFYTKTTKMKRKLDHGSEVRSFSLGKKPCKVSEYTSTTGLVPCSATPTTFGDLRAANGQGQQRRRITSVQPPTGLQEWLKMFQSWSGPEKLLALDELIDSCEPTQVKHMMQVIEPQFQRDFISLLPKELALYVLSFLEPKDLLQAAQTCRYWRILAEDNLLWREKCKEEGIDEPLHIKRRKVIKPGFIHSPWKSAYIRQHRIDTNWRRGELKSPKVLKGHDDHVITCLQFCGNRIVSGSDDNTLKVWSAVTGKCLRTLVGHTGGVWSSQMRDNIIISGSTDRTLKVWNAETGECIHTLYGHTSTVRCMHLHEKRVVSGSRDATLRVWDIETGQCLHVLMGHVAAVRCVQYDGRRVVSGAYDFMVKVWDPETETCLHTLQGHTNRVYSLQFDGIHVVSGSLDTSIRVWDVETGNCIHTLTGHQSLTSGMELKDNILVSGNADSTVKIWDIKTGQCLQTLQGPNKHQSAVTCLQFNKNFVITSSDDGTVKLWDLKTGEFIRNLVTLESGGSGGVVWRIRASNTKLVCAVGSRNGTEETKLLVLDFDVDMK
TEAD-YAP inh – TEAD-YAP interaction inhibition. AID 1259422. inhibition, % at 9.12 µM. HEK-TIYL cells, TEAD-Gal4/YAP UAS-luciferase luminescence. 640,000 compounds, 1.4% hits; in the data active = inhibition above about 32%;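 also: 0% = median of test compound wells and 100% = reference inhibitor wells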
Active calls of the source: *.

The opening 5 entries, to show the layout:
smiles,MITF inh,GPR151 activ,FBW7 activator,TEAD-YAP inh
Cc1ccc(CCC(=O)Nc2ccc(-c3cn4c5c(nnc4n3)CCCC5)cc2)o1,56*,1.0,-0.4,-12
CS(=O)(=O)c1ccc(C(=O)OCc2cc([N+](=O)[O-])cc3c2OCOC3)cc1[N+](=O)[O-],-4,-0.3,-0.1,-2
CCN(c1ccccc1C(=O)O)S(=O)(=O)/C=C/c1ccccc1,-1,-0.1,-0.1,1
O=C(CSc1nnnn1-c1ccc(Cl)cc1)Nc1ccc(Cl)cc1Cl,-1,-0.7,0.3,6
CC1=C(C(=O)OCCOc2ccccc2)C(c2coc3ccc(Cl)cc3c2=O)C2=C(CCCC2=O)N1 (stereo unspecified),-16,-0.5,0.0,-1

The whole of this part, from the start:
smiles,MITF inh,GPR151 activ,FBW7 activator,TEAD-YAP inh
Cc1ccc(CCC(=O)Nc2ccc(-c3cn4c5c(nnc4n3)CCCC5)cc2)o1,56*,1.0,-0.4,-12
CS(=O)(=O)c1ccc(C(=O)OCc2cc([N+](=O)[O-])cc3c2OCOC3)cc1[N+](=O)[O-],-4,-0.3,-0.1,-2
CCN(c1ccccc1C(=O)O)S(=O)(=O)/C=C/c1ccccc1,-1,-0.1,-0.1,1
O=C(CSc1nnnn1-c1ccc(Cl)cc1)Nc1ccc(Cl)cc1Cl,-1,-0.7,0.3,6
CC1=C(C(=O)OCCOc2ccccc2)C(c2coc3ccc(Cl)cc3c2=O)C2=C(CCCC2=O)N1 (stereo unspecified),-16,-0.5,0.0,-1
O=C1c2cccc([N+](=O)[O-])c2C(=O)N1c1nc2ccccc2s1,16,-3.7,0.2,-4
CC(=O)NC(=S)Nc1ccc(NC(=O)COc2ccccc2[N+](=O)[O-])cc1,13,-1.8,0.2,7
Cc1ccccc1C(=O)NNC(=O)CSc1nc(-c2ccccc2)cc(=O)[nH]1,0,-1.2,0.0,0
CCC1CN(Cc2cccc(O)c2)Cc2cc(OC)ccc2O1 (stereo unspecified),-9,0.9,-0.2,-2
CCOc1cccc(C2CC(c3ccc(CC)cc3)=NC(c3ccc(F)cc3)N2)c1O (stereo unspecified),12,-0.3,0.1,-1
COC(=O)c1ccc(C(=O)N2C3CCC2CC(O)(c2cccnc2OC)C3)s1 (stereo unspecified),-8,0.1,0.3,0
COc1cc([N+](=O)[O-])cc(/C=N/NC(=O)CC#N)c1O,32,0.2,-0.2,4
COc1ccc(CCN(C)C2CCCN(Cc3ccon3)C2)cc1OC (stereo unspecified),20,-0.7,0.4,-3
O=C(O)CSCC(=O)c1ccccc1,-5,0.5,-0.1,-3
Cc1csc(-c2ccc(C(=O)NCCC3CCCN3C)c(N(C)C)n2)c1 (stereo unspecified),-12,0.1,-0.1,-13
Cc1ccc2c(c1)-c1c(cnn1CC(=O)N(C)c1ccccc1F)CO2,21,3.0,0.2,13
CC[C@H](Cn1ncc2ccccc2c1=O)NC(=O)C(C)(C)C,-14,0.1,0.1,7
COc1ccc(N2C(=O)CSC2=S)cc1,18,0.7,-0.4,-2
CC(=O)C(=C/C=C/C=C/N(C)C)C(C)=O,11,1.0,-0.5,12
COc1cc(-c2nnc(-c3ccccc3Br)o2)cc(OC)c1OC,-3,0.3,-0.1,-6
CCOc1cccc2cc3c(=O)n(-c4ccc(Br)cc4)nc-3oc12,-1,-0.4,0.0,6
CCOc1cc(C2C(C#N)=C(N)Oc3cc(C)[nH]c(=O)c32)ccc1OC (stereo unspecified),6,0.5,0.0,2
O=C(COc1cccc2ccc(N3CCCC3)nc12)Nc1ccc(F)cc1,-12,1.4,0.0,23
C=CCC(O)(CC=C)CNC(=O)CC1C(=O)NCCN1Cc1ccc(C)o1 (stereo unspecified),5,1.6,-0.1,-8
CCCc1cc2c(=O)c(-c3nc4ccccc4s3)coc2cc1OC(C)=O,0,-0.6,-0.1,-8
COc1ccc(Nc2cc(-c3cncc(-c4ccccc4)c3)nc(C)n2)cc1,-1,0.0,-0.1,50*
COc1cccc(NC(=O)c2sc(NC(=O)COc3ccccc3)nc2C)c1,13,-0.5,0.0,-17
CCCCOc1ccc(C(=O)Nc2nnc(SCC)s2)cc1,6,0.2,0.0,-2
COc1ccc(-n2ncc3c(N(Cc4ccccc4)Cc4ccccc4)ncnc32)cc1,15,0.7,0.2,6
C=CCSc1nc2c(c(=O)n1C1CCCC1)C1(CCCC1)Cc1ccccc1-2,11,0.5,-0.2,-3
CCNc1ncnc2sc(C(=O)NCCC3CCCN3C)c(C)c12 (stereo unspecified),-40,-1.0,-0.1,-3
CC1(C)CC(=O)C=C(Nc2ccc3c(c2)Cc2ccccc2-3)C1,-4,0.9,-0.2,-32
COC(=O)c1ccc2c(=O)[nH]c3c(C(=O)Nc4ccc(F)cc4)sc(=S)n3c2c1,-3,-1.6,0.1,-2
CCOC(=O)c1c(C)c(C(=O)NCc2cccnc2)c(C)n1C,26,-1.1,0.9,-20
COc1ccc(C(=O)Nc2ccc(OC(C)C)cc2)cc1,9,-1.2,0.1,-25
CCc1ccc(C(=O)COC(=O)C2COc3ccccc3O2)cc1 (stereo unspecified),6,-1.3,0.1,-2
O=C(c1ccccc1)N(C(=O)c1ccccc1)c1nccc2cccnc12,6,-1.1,-0.3,-7
COCCN(C(=O)c1ccccc1C)c1c(N)n(Cc2ccccc2)c(=O)[nH]c1=O,22,-2.1,0.0,6
Cc1sc2ncc(C(=O)N3CCOCC3)c(=O)n2c1C,2,0.6,0.1,-7
COc1ccc(CCNC(=O)C2CC2)cc1OC,2,-0.3,-0.1,2

Pulled one by one from the entries so far:
smiles,MITF inh,GPR151 activ,FBW7 activator,TEAD-YAP inh
Cc1sc2ncc(C(=O)N3CCOCC3)c(=O)n2c1C,2,0.6,0.1,-7
COc1ccc(CCNC(=O)C2CC2)cc1OC,2,-0.3,-0.1,2
O=C(c1ccccc1)N(C(=O)c1ccccc1)c1nccc2cccnc12,6,-1.1,-0.3,-7

Additional results.
smiles,MITF inh,GPR151 activ,FBW7 activator,TEAD-YAP inh
O=C(CSc1nc2sc3c(c2c(=O)[nH]1)CCCC3)N(CCO)CCO,12,0.9,1.0,2
CC(=O)Oc1ccc(/C=C2\N=C(c3cc([N+](=O)[O-])ccc3Cl)OC2=O)cc1OC(C)=O,0,-0.8,-0.1,-7
C=CCN1C(=O)c2cccc3c(N4CCCCC4)ccc(c23)C1=O,2,-0.7,1.0,7
CSc1ccc(CN2CCN(Cc3cccc(Oc4ccccc4)c3)CC2)cc1,52*,2.3,-0.2,-1
Cc1c(Nc2nc3nonc3nc2Nc2cccc(Cl)c2)c(=O)n(-c2ccccc2)n1C,-11,0.2,-0.1,-3
COc1ccc(Br)cc1/C=C(\C#N)C(=O)Nc1cc([N+](=O)[O-])ccc1F,13,0.7,1.2,-12
COc1ccc(OC)c(CN2CCN(Cc3ccccc3[N+](=O)[O-])CC2)c1,77*,-0.2,-0.8,5
COc1ccc(C(=O)N/C(=C\c2cccc([N+](=O)[O-])c2)C(=O)NC(C)C(=O)O)cc1 (stereo unspecified),12,-1.0,0.1,8
Cc1ccc(/C=C2/C(=N)N3C(=NC2=O)SN=C3S(C)(=O)=O)o1,-1,3.3,-0.4,-25
CCC1(C)CC(CCNCc2ccc(F)cc2)(c2ccc(F)cc2)CCO1 (stereo unspecified),-4,0.2,0.2,2
CC(C)CNC(=O)c1nn2c(C(F)(F)F)cc(-c3cccs3)nc2c1Cl,-3,0.0,-0.1,4
CC(C)(CO)NC(=O)C(Cc1ccccc1)N1C(=O)c2ccccc2C1=O (stereo unspecified),10,-0.6,-0.1,4
C#CC(CO)NCc1ccccc1 (stereo unspecified),-7,1.1,0.0,2
O=C(CC(=O)NN=C1CCCCC1)NCCc1ccccc1,12,-0.6,-0.1,-2
CC1(C2CCN(CC3CC=CCC3)CC2)NC(=O)N(CCN2CCOCC2)C1=O (stereo unspecified),3,-0.5,0.1,9
C[C@H](NS(=O)(=O)c1ccc(Cl)cc1)C(=O)OCc1csc(-c2ccccc2)n1,-7,2.4,-0.2,-18
CCc1cccc(C)c1Nc1nc(-c2ccccc2)nc2ccccc12,-3,-0.7,0.2,-5
CCCN(CCC)CCCNC(=O)Cc1noc2ccccc12,-5,-0.9,-0.1,-15
CCOC(=O)c1c(NC(=O)c2cccc(C)c2)sc2c1CCC2,9,-1.0,0.3,1
CCOC(=O)c1c(C)c(C(=O)NCC(C)C)c(C)n1Cc1ccccc1,-4,-1.3,0.0,-5
Cc1sc2nc[nH]c(=O)c2c1-c1ccc(F)cc1,-4,1.2,0.1,7
N#C/C(=C/c1ccccc1[N+](=O)[O-])C(=O)Nc1cccc(Br)c1,-6,1.2,0.2,12
CCOc1ccc(C2NC(=S)NC(C)=C2C(=O)OC(C)C)cc1 (stereo unspecified),-6,-0.4,-0.2,-3
C=CCn1c(=NC(=O)c2ccccc2[N+](=O)[O-])sc2cc(S(C)(=O)=O)ccc21,4,1.9,0.1,2
CC(=O)NC1(c2ccccc2F)CCN(C(=O)CCC(=O)O)CC1,77*,-0.6,0.0,3
O=C(Nc1ccc(F)cc1F)c1cc(-c2cccc(O)c2)on1,-14,-0.2,0.1,-19
c1cnc(N2CCN(Cc3ccc4c(c3)CN(C3CCSC3)CCO4)CC2)nc1 (stereo unspecified),7,-0.1,0.0,-2
COc1ccc(CCNC(=O)CCCn2c(=S)[nH]c3ccsc3c2=O)cc1OC,4,1.8,0.2,-9
C(=N\c1nc2ccccc2[nH]1)/c1nc2ccccc2[nH]1,4,0.6,-0.5,-57
COC(=O)c1c(NC(=O)C(C)(C)C)sc(C)c1C,22,-0.5,0.3,-2
CCOc1cc(C2C=C(c3ccc(F)cc3)Nc3nnnn32)ccc1OC(F)F (stereo unspecified),8,0.0,0.2,13
COc1ccc2c(c1OC)C(=O)OC2Nc1cccc(Cl)c1 (stereo unspecified),-4,0.8,0.3,-2
COc1ccc(C2NC(=S)NC(C)=C2C(=O)OC(C)(C)C)c(OC)c1 (stereo unspecified),24,-1.4,-0.1,5
Cc1ccc(-n2nc3c(c2NC(=O)c2c(F)cccc2Cl)CSC3)cc1,7,0.3,-0.1,11
O=S(=O)(Nc1ccc(Cl)cc1Cl)c1ccc(F)cc1,-1,-0.1,-0.1,10
CCc1c(C)sc(NC(=O)c2cc3n(n2)C(C(F)(F)F)CC(c2ccc(OC)c(OC)c2)N3)c1C#N (stereo unspecified),12,0.5,1.3,4
FC(F)(F)c1ccc(Cn2cnc3c(NCc4cccc(C(F)(F)F)c4)nc(N4CCN(c5ccccn5)CC4)nc32)cc1,-11,-1.9,0.1,-1
C[C@H](NC(=O)/C=C/c1ccccc1)C(=O)O,-3,-1.5,0.1,-3
CCCCOc1ccccc1NC(=O)C(c1ccccc1)c1ccccc1,2,2.2,0.2,4
O=C(N/N=C/c1cccc(O)c1)c1ncn[nH]1,7,-0.9,-0.6,3
COc1ccc(Cl)cc1N/C=C(\C#N)c1nc(-c2cc3cc(Br)ccc3oc2=O)cs1,4,0.1,-0.1,6
CCCCOc1ccc(/C=c2\sc3nc(=O)c(-c4ccccc4)nn3c2=O)cc1,13,-0.9,0.1,-1
O=C(/C=C/c1ccc(F)cc1)Nc1ccc(F)c(F)c1F,13,-4.7,0.0,-72
Cc1ccnc(NS(=O)(=O)c2ccc(NC(=O)/C=C/c3cccs3)cc2)n1,15,0.5,0.0,1
CCCS(=O)(=O)NCc1c(C)ncc2c1CCN(C(=O)c1csc(C(C)=O)c1)C2,14,-0.2,0.0,-1
O=C(C1CCN(S(=O)(=O)c2cccs2)CC1)N1CCCC(C(F)(F)F)C1 (stereo unspecified),13,-0.2,0.9,-10
CN(CC(=O)Nc1cccc(Br)c1)S(=O)(=O)c1ccccc1,9,0.1,0.0,-6
CCOC(=O)C1=C(C)N=c2s/c(=C\c3ccc(OC)c(I)c3)c(=O)n2C1c1ccc(OC)cc1 (stereo unspecified),1,0.9,-0.1,-3
Cc1ccccc1CC1SC(N=C(N)N)=NC1=O (stereo unspecified),-11,0.8,0.4,-5
